Screening results as filed in PubChem BioAssay.
ALOX12 inh = ALOX12 (human) lipoxygenase inhibition; P18054; purified 12hLO, xylenol orange hydroperoxide absorbance; Potency, µM (top dose mostly 108 µM), for the others: at the top dose activity change, negative = inhibition, actives largely listed as inhibitors; hit rate 1.1% among 580,000; AID 1671190; also: potency is read from the fitted curve at half-maximal effect; % is scaled to controls: 0 for no effect and ±100 for the full control effect
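Purified human 12hLO (150 nM final) in 25 mM Hepes, 0.01% Triton X-100, pH 7.0 was preincubated 15 min at room temperature with compound. Then 40 uM arachidonic acid was added, 30 min. Hydroperoxide was read by Fe-XO absorbance ratio 573/405 nm.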
TRHR agonist = agonists of human TRH receptor | TRHR cells, calcium flux fluo-8, FDSS agonist mode | P34981 | hit rate 0.18% among 360,000 | activation, % at 2 µM | AID 493084; in the data active = activation above about 30%; also: 0% is about no effect
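TRHR-expressing cells, plated overnight in medium with 10% serum, were loaded with fluo-8 calcium dye at room temperature. After a 10 s baseline, library compound was pin-added and calcium release was recorded kinetically (ex 480/em 530) as agonist response.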
Pol beta inh = DNA polymerase beta (human) inhibition; P06746; Pol beta primer extension/strand displacement, fluorescence kinetic; hit rate 1.3% among 340,000; Potency, µM (series often up to 114 µM), for inactives: at the highest dose activity change, negative = inhibition, hits mostly inhibitors; also: potency is read from the fitted curve at half-maximal effect; % is scaled to controls: 0 for no effect and ±100 for the full control effect
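Curves were derived by four-parameter Hill fits of normalized qHTS data. The kinetic fluorescent primer-extension read was taken at 0 and 10 min after 50 nM substrate, following a 15 min room-temperature preincubation of 10 nM enzyme with compounds.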
Apoferritin bind = candidate novel general anesthetic via apoferritin binding; P02791; apoferritin/1-aminoanthracene competitive binding, fluorescence; Potency, µM (series often up to 77.5 µM), for inactives: at the highest dose activity change, negative = displacement, most hits filed as inhibitors; hit rate 0.074% among 350,000; AID 485281; also: potency is read from the fitted curve at half-maximal effect; % is scaled to controls: 0 for no effect and ±100 for the full control effect; nearly all actives have a fitted effect of over 20% in size
Target sequence (P02791 2-175 limits assumed): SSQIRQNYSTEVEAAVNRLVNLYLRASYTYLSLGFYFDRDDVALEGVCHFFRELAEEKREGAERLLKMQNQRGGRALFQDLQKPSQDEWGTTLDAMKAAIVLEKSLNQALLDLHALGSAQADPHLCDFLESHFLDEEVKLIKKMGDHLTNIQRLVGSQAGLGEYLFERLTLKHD
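Horse-spleen apoferritin (10 uM) was mixed with 50% saturated 1-aminoanthracene in PBS, exposed to compounds for 10 min at room temperature, and read for fluorescence (ex 380 nm, em 535 nm). Competitive displacement was fitted with a four-parameter Hill equation.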
ERG Ets-DNA blk = blocks human ERG Ets domain binding to DNA. Potency, µM (highest dose often 76.9 µM), inactives show at the top dose FP activity, negative = inhibition, actives largely listed as inhibitors. hit rate 0.028% among 370,000. fluorescence polarization, His-ERG Ets domain / labelled DNA. P11308; active = well fitted inhibition curve with a large enough effect in the polarisation, with a control signal flat; inconclusive = small, poorly fitted or top-dose-only effect, or effect the other way, or a change in a side signal; inactive = no such curve, though single readings can be large or run the other way; the % refers to the polarisation;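 also: polarization taken with two DNA probes labelled with fluorescein and Texas red; potency is read from the fitted curve at half-maximal effect; % of control where 0% means no effect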
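His-tagged ERG Ets domain (1 uM in the protein solution; 300mM KCl, 50mM Tris-HCl, 1mM EDTA, 1mM DTT, pH 7.5) received compound, then a probe mix of 5 nM fluorescein-DNA and 100nM Texas-615-DNA. Fluorescence polarization was read for both dyes.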
BLM helicase inh = blocks DNA unwinding by human BLM helicase; Potency, µM (top dose mostly 56.1 µM), for the others: top-dose activity change, negative = inhibition, usual class: inhibitors; recombinant BLM DNA unwinding, fluorescence dequenching; P54132; AID 2528; hit rate 0.2% among 350,000;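 also: potency is read from the fitted curve at half-maximal effect; plate controls were vehicle for no effect and no enzyme for full effect; nearly all actives have a fitted effect of over 35% in size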
Pol kappa inh = inhibitors of human DNA polymerase kappa | hit rate 0.53% among 400,000 | Potency, µM (doses to about 107 µM), inactives show top-dose activity, negative = inhibition, most hits filed as inhibitors | Q9UBT6 | AID 588579 | purified Pol kappa, fluorescent DNA synthesis assay, 10 min; also: potency is read from the fitted curve at half-maximal effect; % is scaled to controls: 0 for no effect and ±100 for the full control effect
Target sequence (Q9UBT6 whole entry, looked up): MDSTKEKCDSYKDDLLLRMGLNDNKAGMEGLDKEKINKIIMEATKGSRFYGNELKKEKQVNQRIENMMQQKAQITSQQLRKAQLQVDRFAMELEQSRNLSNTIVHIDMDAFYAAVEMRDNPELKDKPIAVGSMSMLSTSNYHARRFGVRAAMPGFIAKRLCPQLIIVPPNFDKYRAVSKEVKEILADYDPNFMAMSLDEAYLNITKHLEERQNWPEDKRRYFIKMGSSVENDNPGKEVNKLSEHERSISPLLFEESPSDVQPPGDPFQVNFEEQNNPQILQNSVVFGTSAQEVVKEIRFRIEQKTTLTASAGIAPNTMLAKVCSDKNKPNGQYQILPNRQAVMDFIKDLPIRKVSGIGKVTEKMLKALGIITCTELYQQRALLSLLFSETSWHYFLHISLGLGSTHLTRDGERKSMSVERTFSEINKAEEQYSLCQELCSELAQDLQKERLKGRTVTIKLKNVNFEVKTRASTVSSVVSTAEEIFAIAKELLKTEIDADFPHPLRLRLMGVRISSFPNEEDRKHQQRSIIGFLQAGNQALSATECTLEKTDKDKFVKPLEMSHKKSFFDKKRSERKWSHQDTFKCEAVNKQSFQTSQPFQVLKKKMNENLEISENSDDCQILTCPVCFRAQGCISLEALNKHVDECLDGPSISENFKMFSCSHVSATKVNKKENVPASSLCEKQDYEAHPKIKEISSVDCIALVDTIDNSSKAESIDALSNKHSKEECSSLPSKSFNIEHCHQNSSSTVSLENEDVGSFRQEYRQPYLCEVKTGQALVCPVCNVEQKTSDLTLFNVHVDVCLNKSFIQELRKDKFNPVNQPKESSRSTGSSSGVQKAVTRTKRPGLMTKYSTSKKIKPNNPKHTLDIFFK
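Activity was followed as the change in fluorescence between reads at 0 and 10 min after starting the reaction with 50 nM substrate. Beforehand, 10 nM polymerase had been preincubated with compound for 15 min at room temperature.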
Pol iota inh = inhibitors of human DNA polymerase iota; Q9UNA4; Pol iota fluorescent replication assay, 10 min; Potency, µM (titrated, usually from 115 µM), for inactives: at the highest dose activity, negative = inhibition, most hits filed as inhibitors; hit rate 1% among 390,000; also: potency is read from the fitted curve at half-maximal effect
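Pol iota at 10 nM preincubated 15 min with compounds at room temperature; reaction started with fluorescent substrate, 50 nM final. Fluorescence read kinetically at 0 and 10 min; buffer-only wells as negative control.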
APE1 inh = inhibitors of human APE1 endonuclease. P27695. recombinant APE1, TAMRA/BHQ-2 abasic DNA cleavage fluorescence. Potency, µM (series often up to 65.8 µM), for inactives: at the highest dose activity change, negative = inhibition, actives largely listed as inhibitors. hit rate 0.35% among 350,000. AID 2517;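 also: potency is read from the fitted curve at half-maximal effect; plate controls were vehicle for no effect and reference inhibitor for full effect; nearly all actives have a fitted effect of over 55% in size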
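Enzyme (0.75 nM final) and test compound are incubated 15 min at room temperature before adding 50 nM quenched THF abasic-site duplex. Cleavage dequenches TAMRA, followed at 525/598 nm over three reads one minute apart.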
Starred values were filed as active, the others as inactive; ? = inconclusive; . = not tested or not shown; & = joins results of further samples; [ ] = another dose, or the depositor's remark. Unless noted, calls follow the shape of the dose curve; as a rule, active = well fitted curve in the direction sought with a large enough effect; inconclusive = small, poorly fitted or top-dose-only effect, or another doubt; inactive = no such curve, though single readings can be large; an effect the other way counts as inactive or inconclusive.

Structure,ALOX12 inh,TRHR agonist,Pol beta inh,Apoferritin bind,ERG Ets-DNA blk,BLM helicase inh,Pol kappa inh,Pol iota inh,APE1 inh
CC(C)(NC(=O)N1CCCC1)c1cccc(C(C)(C)NC(=O)N2CCCC2)c1,0.0%,0.4,9.7%,1.8%,-8.6%,-0.7%,-4.3%,12.9%,-4.2%
C=CCOC(=O)C1=C[C@@H](c2coc3ccccc3c2=O)[C@H](CCCO)[C@@H](OCC)O1,15.1%,0.1,6.5%,-10.8%,-17.0%,-2.8%,5.8%,-9.7%,-0.4%
Cc1c(-c2ccccc2)n[nH]c1C(=O)N=Nc1c(O)[nH]c2ccccc12,-0.9%,0.8,0.9%,-17.5%,5.2%,-9.5%,-1.9%,-20.2%,3.0%
Cc1ccc(S(=O)(=O)N2CCC(C(=O)OCC(=O)N(C)CC(=O)Nc3ccc(F)cc3)CC2)cc1C,-25.4%,0.1,.,.,4.7%,.,-3.5%,6.2%,-1.8%
CCc1ccc(OCC(=O)NC(=S)Nc2ccc(C)cc2C)c(Br)c1,2.0%,2.1,9.7%,-12.0%,.,-2.4%,-2.5%,79.4µM*,-3.0%
CCCCNS(=O)(=O)c1ccc(OCC(=O)OC)cc1,-8.3%,-0.2,-1.5%,-1.5%,7.2%,-2.0%,-11.2%,2.6%,-0.9%
C[C@H](CO)N1C[C@H](C)[C@@H](CN(C)S(=O)(=O)c2cn(C)cn2)Oc2ccc(NC(=O)Nc3ccc4c(c3)OCO4)cc2C1=O,-9.6%,.,.,.,-5.0%,.,5.1%,39.6%,22.7%
COC(=O)CC(=O)Cc1nc(N)nc(Nc2ccc(C)c(C)c2)n1,19.8%,-1.9,-1.2%,7.0%,.,2.4%,-20.6%,5.7%,9.1%
Nc1c(O)cccc1C(=O)O,?,.,.,.,10.5%,.,?,39.8µM*,.
COc1ccc(OC)c(Nc2nc(N)nc(CSc3nnc(-c4ccncc4)o3)n2)c1,.,-0.3,-10.2%,-6.6%,.,-7.4%,.,.,2.6%

As entered above:
`C=CCOC(=O)C1=C[C@@H](c2coc3ccccc3c2=O)[C@H](CCCO)[C@@H](OCC)O1` in Apoferritin bind → -10.8%
`C[C@H](CO)N1C[C@H](C)[C@@H](CN(C)S(=O)(=O)c2cn(C)cn2)Oc2ccc(NC(=O)Nc3ccc4c(c3)OCO4)cc2C1=O` in Pol kappa inh → 5.1%

Going on with the list:
Structure,ALOX12 inh,TRHR agonist,Pol beta inh,Apoferritin bind,ERG Ets-DNA blk,BLM helicase inh,Pol kappa inh,Pol iota inh,APE1 inh
Cc1ccc(-n2nc3c([n+]2[O-])CCc2nonc2-3)cc1,-7.4%,-0.4,-0.7%,-1.9%,-2.5%,-5.9%,-2.9%,27.2%,-10.8%
C[C@H]1CN(C2CCCCC2)C(=O)[C@@H]1CC(=O)NCc1ccccc1,9.4%,0.5,91.1%,4.4%,-0.6%,0.9%,-2.3%&14.2%,3.6%&12.6%,6.1%
Cc1cccc([N+](=O)[O-])c1NC(=O)CN(Cc1ccccc1)Cc1ccccc1,-9.1%,1.6,5.5%,-17.8%,6.4%,-9.4%,-2.5%,7.3%,-2.4%
CC(C)(C)c1ccc(/C=C/C(=O)N2CCOCC2)cc1,-22.5%,0.2,34.3%,-18.1%,-9.1%,-16.4%,-5.6%,13.8%,2.3%
COc1ccc(-n2ncc(C(=O)NCc3cccs3)c2C2CCN(C(=O)OC(C)(C)C)CC2)cc1,-0.9%,0.5,2.8%,-7.3%,-1.0%,-1.1%,-21.6%,11.8%,.
COc1ccc(N2C(=O)c3ccccc3NC2(C)C)cc1,0.4%,0.1,9.5%,2.4%,-1.3%,-7.6%,-3.5%,-13.3%,-1.2%
CCOc1ccc2c(c1)c(=O)c(S(=O)(=O)c1ccc(C)cc1)cn2CC,-5.2%,0.3,1.6%,?,2.7%,1.1%,15.0%,-7.5%,62.7%[activator]
O=C(C[C@H]1C/C=C\C[C@H](NC(=O)OCC2c3ccccc3-c3ccccc32)C(=O)O[C@@H](c2ccccc2)CNC1=O)NCCO,-22.0%,.,.,.,13.8%,.,5.4%,15.1%,47.1%[activator]
CCOC(=O)c1c(-c2ccccc2)[nH]c2ccc(O)cc12,0.0%,-0.5,-12.2%,-3.2%,3.4%,-11.7%,-23.8%,-9.8%,-3.4%
COc1ccc(C(CNC(=O)COc2ccc(F)cc2Cl)N2CCCCC2)cc1 (stereo not drawn),-0.1%,0.2,.,.,5.0%,.,-10.0%,4.0%,14.2%
Cc1ccc(CN2CCC(n3nccc3NC(=O)c3ccccc3C)CC2)o1,5.2%,0.9,5.5%,-8.2%,1.2%,1.4%,-3.0%,141.9%[activator],-12.5%
Nc1nc(NCc2ccco2)nc(Nc2ccc(F)cc2)c1[N+](=O)[O-],381.4%[activator],0.3,24.9%,-8.1%,28.0%,-4.2%,-13.2%,-6.7%,-1.8%
O=S(=O)(NCC(c1ccco1)N1CCN(c2ccccc2F)CC1)c1ccc2c(c1)OCCO2 (stereo not drawn),-13.7%,-0.4,23.0%,43.6%[activator],-2.8%,-10.2%,-7.4%,12.9%,0.7%
CC(=O)c1cccc(NC(=O)c2ccc(N(Cc3ccc(C)cc3)S(C)(=O)=O)cc2)c1,17.5%,3.3,-13.8%,-19.9%,1.9%,-11.7%,-17.6%,-2.6%,-5.4%
C#CCn1c2ccccc2c2nc3ccccc3nc21,-11.5%,0.5,1.7%,1.1%,-11.4%,-1.5%,2.8%,94.8%[activator],33.4%
COc1ccccc1-c1nc2ccccc2c(=O)n1NC(=O)c1cccs1,-17.9%,-0.6,-22.1%,-0.4%,4.2%,-0.3%,-9.7%,28.1%,2.2%
C=CCNC(=S)N/N=C/c1ccc(C)s1,?,1.0,-3.8%,-1.8%,7.3%,-1.1%,-5.8%,29.8%,-1.7%
COc1ccc(NC(=O)CCN2CCN(c3cccc(Cl)c3)CC2)cc1,-15.0%,2.0,14.6%,-6.8%,0.2%,-0.4%,-6.8%,-14.9%,.
CC(Oc1ccc2c3c(c(=O)oc2c1)CCCC3)C(=O)NCc1ccncc1 (stereo not drawn),14.8%,0.2,1.9%,-10.3%,-4.2%,4.7%,3.2%,40.9%[activator],-4.5%
CCOc1ccc(NC(=O)Nc2ccc(N(C)C(C)=O)cc2)cc1,?,0.0,1.6%,-12.7%,-1.1%,3.9%,-10.1%,32.0%[activator],4.8%

Results in ERG Ets-DNA blk and Apoferritin bind (two entries from above):
| Structure | ERG Ets-DNA blk | Apoferritin bind |
| --- | --- | --- |
| C#CCn1c2ccccc2c2nc3ccccc3nc21 | -11.4% | 1.1% |
| Cc1ccc(CN2CCC(n3nccc3NC(=O)c3ccccc3C)CC2)o1 | 1.2% | -8.2% |

The listing continues:
Structure,ALOX12 inh,TRHR agonist,Pol beta inh,Apoferritin bind,ERG Ets-DNA blk,BLM helicase inh,Pol kappa inh,Pol iota inh,APE1 inh
CCN(C(=O)COC(=O)c1cc(OC)c(OC)cc1[N+](=O)[O-])C1CCS(=O)(=O)C1 (stereo not drawn),-17.4%,0.5,0.0%,-3.2%,-3.8%,0.6%,-5.8%,112.8%[activator],-6.2%
O=C(CSc1ccc(-c2cccnc2)nn1)c1ccc([N+](=O)[O-])cc1,-8.5%,0.0,-4.4%,-12.1%,3.0%,-16.2%,0.1%,-7.7%,-5.7%
Clc1ccc(-c2csc(Nc3cccnc3)n2)cc1,-56.9%,-0.7,0.7%,-2.0%,-4.0%,-1.4%,-3.6%,7.7%,-1.2%
CCCCn1nc2cc(C(=O)N[C@H](C)C3CCCCC3)ccc2c1OCC,-7.4%,-1.1,7.0%,-1.6%,0.3%,-0.5%,-10.7%,-4.4%,1.0%
O=C(CCc1ccccc1)Nc1ncc([N+](=O)[O-])s1,-3.8%,2.5,11.9%,?,-3.7%,-5.4%,0.8%,97.9%[activator],-5.4%
O=C(COC(=O)c1cc2ccccc2cc1O)Nc1cccnc1Cl,16.5%,1.2,10.7%,-3.7%,3.3%,-3.8%,-0.8%,8.8%,3.2%
COc1ccc(Cn2ccc3nc(C)c(C(=O)N4CCN(c5ccccc5OC)CC4)cc3c2=O)cc1,7.4%,-0.4,-3.4%,-15.6%,3.7%,-1.8%,-18.9%,2.0%,.
COC(=O)c1ccc(C)c(NC(=O)C2COc3ccccc3O2)c1 (stereo not drawn),28.3%,-0.4,-5.4%,-4.7%,8.8%,-2.2%,0.5%,25.0%,-3.2%
O=C1CSC(c2ccc([N+](=O)[O-])cc2)N1CCN1CCCCC1 (stereo not drawn),?,-0.5,14.0%,-5.7%,-0.3%,-8.5%,0.0%,96.4%[activator],-0.9%
CCOC(=O)c1c(C)nc(C(Cl)(Cl)Cl)nc1N,-5.7%,0.2,0.4%,-19.3%,-4.0%,-4.5%,-5.3%,13.2%,-1.4%
CCC(=O)N1CCc2cc(Br)cc(S(=O)(=O)NCC3CCCO3)c21 (stereo not drawn),0.0%,0.6,8.9%,0.9%,1.0%,-4.2%,-4.6%,11.5%,-3.6%
Fc1cc(Cl)ccc1NC(=S)NCCN1CCOCC1,-28.9%,-0.2,4.3%,-4.0%,9.9%,-5.0%,-2.7%,12.2%,9.1%
O=C(CSc1nn(-c2ccccc2)c(=S)s1)NC(=O)NCc1ccco1,-14.9%,-0.7,-17.0%,-5.2%,0.2%,-19.8%,-4.3%,-18.9%[58.9 µM],-6.9%

An excerpt; rates above refer to the full screens.
